Shiga inhibitor: Shiga toxin inhibition; AID 2315; inhibition, % at 38.7 µM; Vero cells, Shiga toxin protein synthesis inhibition reporter; actives 9.2% (n = 290,000); in the data active means inhibition mostly above about 28%, no sharp cut-off; inactive means mostly below about 43%; further: 0% is about no effect
AMA1 RON2 block: inhibitors of Plasmodium falciparum AMA1-RON2 interaction. AlphaScreen AMA1-biotinylated RON2 peptide binding. Potency, µM (series often up to 58.2 µM), for inactives: at the top dose activity change, negative = inhibition, most hits filed as inhibitors. actives 0.2% (n = 360,000);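 further: potency means the concentration at half of the fitted maximal effect; 0% = vehicle wells and -100% = peptide control; nearly all actives have a fitted effect of over 45% in size; some results filed as inactive show a strong effect at the top dose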
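AMA1 (3D7) with his tag at 25 nM final met compounds first, then biotinylated RON2 peptide at 25 nM; detection used donor plus acceptor beads, 10 µg/mL apiece, read by AlphaScreen after 30 min at room temperature.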
AmpC detergent: inhibitors of E. coli AmpC beta-lactamase with detergent | P00811 | AmpC hydrolysis of nitrocefin, absorbance 480 nm, 0.01% Triton | Potency, µM (highest dose often 114 µM), inactives show top-dose activity change, negative = inhibition, hits mostly inhibitors | actives 0.041% (n = 370,000) | AID 485294;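 further: potency means the concentration at half of the fitted maximal effect; 0% = no-compound wells and -100% = no-enzyme wells; nearly all actives have a fitted effect of over 25% in size; some results filed as inactive show a strong effect at the top dose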
Target sequence (P00811 whole entry, looked up): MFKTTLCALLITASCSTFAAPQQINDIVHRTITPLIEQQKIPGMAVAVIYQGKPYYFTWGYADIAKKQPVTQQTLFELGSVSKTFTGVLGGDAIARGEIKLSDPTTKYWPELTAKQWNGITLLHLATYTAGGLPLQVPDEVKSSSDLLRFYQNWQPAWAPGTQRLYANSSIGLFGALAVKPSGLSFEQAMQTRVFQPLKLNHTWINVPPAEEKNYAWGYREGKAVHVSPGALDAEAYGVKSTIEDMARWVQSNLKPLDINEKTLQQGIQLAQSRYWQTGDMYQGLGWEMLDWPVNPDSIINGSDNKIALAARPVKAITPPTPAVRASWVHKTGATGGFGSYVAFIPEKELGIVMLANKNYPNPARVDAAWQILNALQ
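AmpC (5.3 nM in the dispensed reagent) in 20 mM phosphate pH 7.0 with 0.01% (detergent screen) or 0.0001% Triton X-100 was preincubated with compounds for 15 min at room temperature. Nitrocefin was then added from an 800 uM solution, and hydrolysis was followed at 480 nm.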
HCMV inh: inhibitors of human cytomegalovirus. HFF cells, HCMV-luciferase reporter, 72 h; stronger effect = lower value. activity change, negative = inhibition, % at 57.5 µM. actives 4.5% (n = 410,000); in the data active means activity change below about -60%; inconclusive means no clear call, values can overlap the other calls; inactive means above about -39%; further: on the % scale 0 is the no-effect control and ±100 the full control effect
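Two-dose cell screen: HFF monolayers treated with compounds and infected with luciferase-expressing HCMV at 1 PFU/cell, 72 h at 37C, then lysed for luciferase measurement.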
Cycloheximide cs: counter-screen hit for Shiga toxin inhibitors, cycloheximide; cell reporter, cycloheximide protein synthesis inhibition counterscreen; max response, %; actives 12% (n = 300,000); AID 2314; in the data active means max response mostly above about 13%, no sharp cut-off; inactive means mostly below about 14%; further: read at 38.3 µM for the half of the compounds with a filed dose; 0% is about no effect
AmpC no deterg: AmpC beta-lactamase inhibition without detergent | AmpC nitrocefin hydrolysis, absorbance 480 nm, 0.0001% Triton | Potency, µM (top dose mostly 57.1 µM), without a hit: top-dose activity change, negative = inhibition, hits mostly inhibitors | actives 0.52% (n = 330,000) | AID 485341;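 further: potency means the concentration at half of the fitted maximal effect; plate controls were no compound for no effect and no enzyme for full effect; nearly all actives have a fitted effect of over 20% in size; some results filed as inactive show a strong effect at the top dose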
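AmpC (5.3 nM in the dispensed reagent) in 20 mM phosphate pH 7.0 with 0.01% (detergent screen) or 0.0001% Triton X-100 was preincubated with compounds for 15 min at room temperature. Nitrocefin was then added from an 800 uM solution, and hydrolysis was followed at 480 nm.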
FBPA Giardia inh: Giardia lamblia aldolase inhibition; A8B2U2; purified Giardia FBPA; Potency, µM (highest dose often 59.6 µM), inactives show top-dose activity, negative = inhibition, actives largely listed as inhibitors; actives 0.71% (n = 290,000); AID 2451; further: potency means the concentration at half of the fitted maximal effect; on the % scale 0 is the no-effect control and ±100 the full control effect; nearly all actives have a fitted effect of over 55% in size
Target sequence (A8B2U2 whole entry, looked up): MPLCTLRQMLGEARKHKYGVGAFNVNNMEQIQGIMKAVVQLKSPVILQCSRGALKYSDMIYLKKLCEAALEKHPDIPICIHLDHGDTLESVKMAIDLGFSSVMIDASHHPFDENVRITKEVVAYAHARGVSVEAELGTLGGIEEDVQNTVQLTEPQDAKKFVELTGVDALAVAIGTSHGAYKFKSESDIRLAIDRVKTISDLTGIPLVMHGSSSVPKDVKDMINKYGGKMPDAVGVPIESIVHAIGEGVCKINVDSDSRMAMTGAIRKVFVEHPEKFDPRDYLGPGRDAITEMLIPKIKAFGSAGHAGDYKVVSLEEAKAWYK
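Giardia FBPA (40 nM reagent) was preincubated 10 min at RT with compound (up to 57.5 uM final), then substrate plus GAPDH/TPI/NAD/arsenate coupling system with diaphorase/resazurin was added; resorufin fluorescence (525/598 nm) was read after 20 min.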
An asterisk follows results filed as active; ? = inconclusive; nt = no result given; [ ] = dose if it differs, or a comment. Unless noted, the call rests on the fitted dose curve; in most records, active means well fitted curve in the direction sought with a large enough effect; inconclusive means small, poorly fitted or top-dose-only effect, or another doubt; inactive means no such curve, though single readings can be large; an effect the other way counts as inactive or inconclusive.

SMILES	Shiga inhibitor	AMA1 RON2 block	AmpC detergent	HCMV inh	Cycloheximide cs	AmpC no deterg	FBPA Giardia inh
CCCC(=O)NC(c1ccc(C(C)C)cc1)c1ccc2cccnc2c1O (stereo not given)	-9.5	94.9%[activator]	?	-97.9*	-1.6	-14.5%	?
NC(N)=NS(=O)(=O)c1ccc(NC(=S)NC(=O)c2ccncc2)cc1	2.4	14.0%	-1.2%	-6.4	-5.6	-11.3%	11.2µM*
C=CCn1c(SCC(=O)NCC2CCCO2)nc2scc(-c3ccccc3)c2c1=O (stereo not given)	-5.2	-3.2%	8.6%	-27.2	-1.0	113.9%[activator]	0.0%
COc1ccc(CCC(=O)Nc2ccc(C(=O)c3ccncc3)cc2)cc1	-1.9	-7.7%	6.1%	4.9	1.0	-20.8%	2.3%
CC(OC(=O)CNC(=O)c1ccco1)C(=O)Nc1ccc(Cl)cn1 (stereo not given)	nt	10.8%	?	-1.8	nt	-12.8%	nt
CC(=O)C1=C(O)C(=O)N(c2ccccn2)C1c1ccc(Cl)cc1 (stereo not given)	65.8*	-14.2%	-11.5%	-1.0	27.2*	-16.8%	13.0%
Cc1cc(C)n2nc(C(=O)N/N=C/c3ccccc3C)nc2n1	6.2	27.0%	-0.4%	-3.5	6.6	7.9%	17.0%
CNc1cccc2c1C(=O)c1ccccc1C2=O	33.1	3.98µM*	-9.2%	-39.5	15.6*	-22.5%	-28.4%
O=C(Cc1cccc2ccccc12)Nc1ccc2oc(-c3ccccc3)nc2c1	74.8*	0.1%	3.0%	-4.0	51.7*	-44.0%	1.3%
Cn1c(C(=O)N2CCOCC2)cc2c(=O)n3ccccc3nc21	-17.1	6.2%	4.9%	-5.4	-6.2	34.0%	nt
CC1(C)Cc2c(sc(NC(=O)C3CC(Cl)=CCC3C(=O)O)c2C#N)CO1 (stereo not given)	-7.6	4.9%	-6.2%	10.8	-1.6	-4.0%	18.2%
O=C1CN(O)C(c2ccccc2Cl)=c2cc(Br)ccc2=N1	-3.6	0.6%	-14.0%	3.7	-0.8	-11.9%	-9.9%
CCOP(=O)(OCC)C(NC(=O)CC(C)C)C(Cl)(Cl)Cl (stereo not given)	-17.2	12.7%	-4.8%	-10.9	-0.6	-2.5%	1.7%
O=C(NCc1ccc(C(=O)N2CCC3(CC2)OCCO3)cc1)c1cccc(Br)c1	-4.0	3.4%	-11.7%	2.5	-2.2	42.1%	1.6%
CC(C)C(=O)c1ccc(O)c(O)c1	0.2	62.7%[activator]	-3.6%	-26.3	-1.7	-16.6%	-26.9%
COc1ccc(CN2CCN(C(=O)c3cccs3)CC2)c(OC)c1OC	-6.1	-23.0%	-7.3%	-1.2	5.5	9.8%	-20.0%
O=C(COC(=O)c1cc(Cl)ccc1O)NCCC1=CCCCC1	nt	-1.8%	-13.4%	-24.9	nt	-1.7%	nt
CC(C)(C)NC(=O)Cn1ccc(=N)c2ccccc21	11.8	-3.1%	?	-30.8	1.1	-13.0%	-1.9%
C[C@@]12CCC=C[C@H]1[C@H](c1ccc3ccccc3c1)N(Cc1ccccc1)C2=O	-9.4	-3.8%	0.6%	3.9	-2.2	35.6%	-0.6%
NC(=O)CSc1cn(Cc2cccc(F)c2)c2ccccc12	-7.9	-9.3%	-9.7%	?	11.8	-3.8%	-1.9%
COc1ccc(/C=C(\C#N)c2nc3ccccc3[nH]2)cc1O	28.9*	-8.0%	-4.1%	46.7	19.1*	-6.8%	-13.5%
CN1C=CC=C/C1=C1\SC(=S)N(CC(=O)O)C1=O	10.4	91.0%[activator]	3.8%	21.0	-1.7	-14.9%	-15.4%
CC(C)(CCl)C(=O)Nc1ccnc(-c2ccncc2)n1	28.5	-1.6%	-0.8%	?	2.4	-4.5%	-1.9%
COC(=O)C1=C(c2ccc(F)cc2OCc2ccccc2)C[C@@H]2CC[C@H]1N2C(=O)NCc1ccc(C(F)(F)F)cc1	nt	-2.3%	nt	?	nt	-13.2%	nt

Quoted at random: 2 compounds from above, in no set order.
SMILES	Shiga inhibitor	AMA1 RON2 block	AmpC detergent	HCMV inh	Cycloheximide cs	AmpC no deterg	FBPA Giardia inh
O=C(Cc1cccc2ccccc12)Nc1ccc2oc(-c3ccccc3)nc2c1	74.8*	0.1%	3.0%	-4.0	51.7*	-44.0%	1.3%
CC(OC(=O)CNC(=O)c1ccco1)C(=O)Nc1ccc(Cl)cn1 (stereo not given)	nt	10.8%	?	-1.8	nt	-12.8%	nt

The listing continues.
SMILES	Shiga inhibitor	AMA1 RON2 block	AmpC detergent	HCMV inh	Cycloheximide cs	AmpC no deterg	FBPA Giardia inh
CC1(C)C(=O)NC(=O)N1Cc1ccccc1	nt	2.5%	-3.6%	8.8	nt	-9.2%	nt
O=C(NCc1ccccn1)c1cccc(S(=O)(=O)NCc2ccccc2)c1	nt	36.6%[activator]	-5.2%	-15.5	nt	-10.9%	nt
CCOC(=O)c1c(OCCO)nn(-c2ccccc2)c1N	18.4	2.7%	-3.2%	3.7	6.4	-10.6%	-1.0%
CN(C)c1ccc(/C=N/N(CCC#N)C2=NS(=O)(=O)c3ccccc32)cc1	-4.9	-7.4%	-6.9%	-13.2	-1.9	-4.5%	7.3%
Cc1ccc(C(=O)n2ncn(C)c2=S)cc1	9.6	-0.3%	1.9%	-0.2	-4.1	-21.9%	-28.2%
COc1ccc(CN2C3CCCC2CC(NC(=O)c2cccc(F)c2)C3)cc1 (stereo not given)	14.6	0.6%	-1.6%	4.4	-1.0	-23.6%	-8.0%
CCN(CC)CCNCc1ccc(OCc2ccc(Cl)nc2)c(OC)c1	-2.9	-6.0%	0.2%	-39.2	16.4	-1.9%	-17.1%
COP(=O)(OC)C(Nc1ccc(C)cc1)c1ccc([N+](=O)[O-])cc1 (stereo not given)	24.6*	-12.8%	?	139.2	44.0*	-6.7%	-0.5%
CC(C)(C)c1ccc(O)c(N)c1	-3.0	nt	?	nt	-4.4	-37.4%	-0.2%
O=C(NC1CCSC1=O)c1cccc(C(=O)NC2CCSC2=O)c1 (stereo not given)	5.2	6.9%	?	21.1	-2.8	-5.3%	-17.2%
Cc1[nH]c2ccccc2c1C(=O)CSc1nnc(C2CC2)o1	nt	-8.1%	-2.6%	-2.8	nt	-6.2%	nt
CNc1nc(NN)nc(Nc2ccccc2)n1	nt	1.0%	-12.3%	-8.7	10.9	-25.8%	?
CN1CCN(NC(=O)C2CC2)CC1	-9.2	24.8%	-5.4%	11.1	-1.5	-10.1%	3.3%
COC(=O)C1=C(c2cccc(OCc3ccccc3)c2)C[C@@H]2CC[C@H]1N2C(=O)NCc1ccc(OC)c(OC)c1	nt	-2.8%	1.0%	-26.9	nt	165.0%[activator]	nt
O=C1CCCN1CCC1CCN(C2CC(=O)N(c3ccc(Cl)cc3)C2=O)CC1 (stereo not given)	7.9	-1.3%	-1.4%	2.2	11.3	nt	0.4%
CCC(C)NC(=O)/C(=C/c1ccco1)c1ccccc1 (stereo not given)	-9.2	-3.5%	3.5%	18.1	1.8	-8.2%	-20.7%
O=C(OCC(=O)N1CCCC1=O)c1nc(Cl)ccc1Cl	nt	9.0%	-11.1%	14.9	nt	-2.9%	nt
CCOc1ccc(CN2CCN(CC3CC3)CC2CCO)cc1 (stereo not given)	-11.1	-2.4%	?	82.2	0.6	-0.6%	0.5%
O=C(c1ccc(Cl)c(S(=O)(=O)N2CCCC2)c1)N1CCCC(C(F)(F)F)C1 (stereo not given)	nt	1.8%	7.2%	-24.8	nt	18.3%	nt
O=c1oc2ccccc2n1Cc1cccc(Cl)c1	20.1	12.5%	4.0%	41.5	0.3	-33.1%	8.6%
Cc1c(C=O)c(Cl)n(C)c(=O)c1C#N	-5.0	2.1%	2.8%	34.6	6.8	-25.2%	9.98µM*
O=C(NCc1ccncc1)c1cc(F)c(F)cc1Cl	-15.6	-0.9%	-7.6%	28.8	-2.8	-36.4%	4.6%
CC(C)(C)C(=O)N1CCC(O)(CS(=O)(=O)Cc2ccccc2Cl)CC1	6.3	3.1%	0.3%	26.2	-1.2	4.9%	-0.2%
O=C(Nc1cccc(N2C(=O)C3CCCCC3C2=O)c1)c1ccccc1 (stereo not given)	-33.7	-12.5%	1.7%	115.9	-2.5	-24.4%	nt

Shown bar-delimited: entries from further up.
Compound | Shiga inhibitor | AMA1 RON2 block | AmpC detergent | HCMV inh | Cycloheximide cs | AmpC no deterg | FBPA Giardia inh
COc1ccc(CN2CCN(C(=O)c3cccs3)CC2)c(OC)c1OC | -6.1 | -23.0% | -7.3% | -1.2 | 5.5 | 9.8% | -20.0%
O=C(COC(=O)c1cc(Cl)ccc1O)NCCC1=CCCCC1 | nt | -1.8% | -13.4% | -24.9 | nt | -1.7% | nt
CC(C)(C)NC(=O)Cn1ccc(=N)c2ccccc21 | 11.8 | -3.1% | ? | -30.8 | 1.1 | -13.0% | -1.9%
C[C@@]12CCC=C[C@H]1[C@H](c1ccc3ccccc3c1)N(Cc1ccccc1)C2=O | -9.4 | -3.8% | 0.6% | 3.9 | -2.2 | 35.6% | -0.6%
NC(=O)CSc1cn(Cc2cccc(F)c2)c2ccccc12 | -7.9 | -9.3% | -9.7% | ? | 11.8 | -3.8% | -1.9%
COc1ccc(/C=C(\C#N)c2nc3ccccc3[nH]2)cc1O | 28.9* | -8.0% | -4.1% | 46.7 | 19.1* | -6.8% | -13.5%
CN1C=CC=C/C1=C1\SC(=S)N(CC(=O)O)C1=O | 10.4 | 91.0%[activator] | 3.8% | 21.0 | -1.7 | -14.9% | -15.4%
CC(C)(CCl)C(=O)Nc1ccnc(-c2ccncc2)n1 | 28.5 | -1.6% | -0.8% | ? | 2.4 | -4.5% | -1.9%
COC(=O)C1=C(c2ccc(F)cc2OCc2ccccc2)C[C@@H]2CC[C@H]1N2C(=O)NCc1ccc(C(F)(F)F)cc1 | nt | -2.3% | nt | ? | nt | -13.2% | nt

Later entries:
SMILES	Shiga inhibitor	AMA1 RON2 block	AmpC detergent	HCMV inh	Cycloheximide cs	AmpC no deterg	FBPA Giardia inh
COc1ccc(-n2nc3c(c2NC(=O)C(C)C)CSC3)cc1	-3.1	9.0%	-4.6%	0.0	-4.2	-11.3%	-22.5%
CCN(CC)c1ccc(N2C(=O)CSC2=S)cc1	-3.6	-4.3%	1.1%	7.3	-1.8	6.4%	2.3%
CCOC(=O)c1c(C)[nH]c(C)c1C(=O)CSc1nnc(-c2cc(OC)c(OC)c(OC)c2)o1	-4.5	1.4%	-12.1%	0.2	-2.5	21.5%	2.9%
O=C(Nc1cccc(NC(=O)c2cccs2)c1)c1ccc(Br)o1	-5.7	-24.6%	-7.4%	19.2	8.7	25.1µM*	0.0%
O=C(CN1C(=O)/C(=C/c2ccccc2)SC1=S)NNC(=O)c1ccccc1O	-4.4	48.4%[activator]	?	?	1.4	-23.7%	8.9%
COc1ccc(Nc2ncnc3sc(-c4ccccc4)cc23)cc1	-26.9	8.4%	-3.7%	-5.9	-6.2	-44.6%	4.4%
CC(=O)c1cccc(NC(=O)CCNC(=O)c2cccc(C)c2)c1	-9.7	-2.9%	-2.3%	-0.3	5.8	-6.3%	-1.3%
